human PMI inhibitors = human PMI inhibitors, high substrate, primary screen, biochemical, fluorescence intensity, high mannose 6-phosphate (AID 1220) | inhibition, % at 20 µM, or IC50 in µM where a hit was titrated | hit rate 0.66% among 190,000 | recombinant PMI enzyme, coupled fluorescence intensity; higher % means a stronger effect
TNAP activators = stimulation of alkaline phosphatase TNAP activity – biochemical, luminescent, no phosphate acceptor, uHTS, primary screen (AID 1001); one-dose activation fold at 20 µM; EC50 in µM for titrated hits; hit rate 0.03% among 200,000; purified TNAP, luminescent activation assay, no phosphate acceptor; higher activation fold means a stronger effect; in the data active means activation fold from about 3, or a potency from the dose series; inactive means the rest, 99 in 100 with activation fold below about 1.6; further: many of its hits are not listed in these tables
West Nile virus CPE = West Nile virus antiviral activity, cell-based, CPE readout (AID 1621) | West Nile virus-infected cells, CPE inhibition; higher % means a stronger effect | CPE inhibition, % at 10 µM; hits with a dose series show IC50 in µM | hit rate 0.02% among 290,000; in the data active means a potency from the dose series; further: strong numbers were not always called active
Insulin prom up = MIN6 insulin promoter up-regulation. MIN6 insulin promoter-GFP reporter, high-content imaging; active compounds read high. z-score at 5 µM. hit rate 0.3% among 190,000. AID 1625;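 active means z-score above 3 at 5 µM with at least 500 cells counted in the well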
PhoP inhibition = inhibitors of PhoP regulon expression, primary screen, Salmonella Typhimurium, GFP reporter (AID 1863) | inhibition, % at 50 µM; hits with a dose series show IC50 in µM | S. Typhimurium PhoP-regulated promoter GFP reporter, 4 h; higher % means a stronger effect | hit rate 0.16% among 300,000;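 active means inhibition over 29.93%, a cutoff 3 SD above the screen mean, later confirmed by dose response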;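 further: 0% = low Mg2+ inducing control and 100% = high Mg2+ repressing control; strong numbers were not always called active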
CSM14.1 death rescue = protection against thapsigargin-triggered cell killing – 384-well, CSM14.1, ATP luminescence, primary screen (AID 1222); CSM14.1 thapsigargin-induced death rescue, ATP luminescence; higher % means a stronger effect; one-dose cellular ATP content (survival), % at 20 µM; EC50 in µM for titrated hits; 190,000 tested, under 10 active;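 active means EC50 below 50 µM in the dose-response confirmation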;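 further: death triggered by thapsigargin at about 15 µM added after 2 h compound pretreatment; cell ATP read after overnight thapsigargin exposure of roughly 18 to 22 hours; normalized against plate controls of thapsigargin alone and 5% DMSO vehicle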
PMI inhibitors = inhibitors of human PMI, primary screen, biochemical, fluorescence intensity, coupled assay (AID 1209); one-dose inhibition, % at 20 µM; IC50 in µM for titrated hits; purified PMI enzyme, coupled fluorescence intensity; higher % means a stronger effect; hit rate 0.42% among 190,000;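 further: plate controls were DMSO vehicle for no effect and wells lacking substrate for full effect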
Large T inhibition = TAg ATPase/helicase activity blockers – biochemical (AID 1903). hit rate 0.39% among 310,000. inhibition, % at 20 µM, or IC50 in µM where a hit was titrated. SV40 large T antigen ATPase/helicase inhibition assay; higher % means a stronger effect; in the data active means a potency from the dose series; further: strong numbers were not always called active
RSV CPE inhibition = RSV antiviral activity via CPE protection, HEp-2 cells, primary 10 µM value included (AID 2391); HEp-2 cells, RSV-induced CPE inhibition; higher % means a stronger effect; CPE inhibition, % at 10 µM, or IC50 in µM where a hit was titrated; hit rate 0.13% among 310,000; in the data active means a potency from the dose series; further: strong numbers were not always called active
Insulin prom up cell count = second read-out of Insulin prom up, no call of its own (marks repeat the call); cell count; measured here: cytotoxicity, nuclei count;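 total cells summed across four imaged fields per well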
* = called active by the depositor; . = no result given; & = joins results of further samples. Unless noted, no stated cut-off is given here; in the data, active means inhibition above about 50%; inactive means the rest.

SMILES	human PMI inhibitors	TNAP activators	West Nile virus CPE	Insulin prom up	Insulin prom up cell count	PhoP inhibition	CSM14.1 death rescue	PMI inhibitors	Large T inhibition	RSV CPE inhibition
Nc1nc2nc(-c3ccc(OCc4ccccc4)cc3)cc(C(F)(F)F)n2n1	-12.2%	1.2	-0.3%	-0.23	1060	-4.0%	-1.0%	-9.8%	8.8%	-0.9%
Oc1[nH]c2ccccc2c1N=Nc1ccccc1	.	.	0.0%	0.1	1044	-8.7%	.	.	0.8%	3.6%
Cc1ccc(S(=O)(=O)NNC(=O)c2cnn(-c3ccccc3)c2-n2cccc2)cc1	2.7%	1.1	0.4%	.	.	-1.1%	-2.9%	6.8%	-0.7%	0.8%
O=C(CSc1ncn[nH]1)Nc1ccccc1Sc1ccccc1	-2.9%	1.1	0.8%	-0.41	827	-12.7%	1.5%	-2.8%	1.2%	-1.0%
NNc1ccc2nncn2n1	.	.	0.2%	-0.06	1132	-9.9%	.	.	11.8%	5.3%
CCc1ccccc1NC(=O)CSc1ncn[nH]1	1.0%	1.1	-0.2%	0.71	1061	18.8%	.	3.1%	-2.2%	1.2%
CCOc1ccc(CC(=O)Nc2nccs2)cc1	2.9%	1.1	-0.2%	-0.01	1152	8.9%	-0.3%	1.5%	-0.1%	1.7%
CCN(CC)C(=O)CSc1nc(O)c(Cc2ccc(OC)cc2)c(=O)[nH]1	.	.	-0.2%	.	.	-6.1%	.	.	11.0%	-0.4%
CCCc1nc(SCC(=O)NCC2CCCO2)c2c(=O)n(C)c(=O)n(C)c2n1 (stereo not given)	.	.	-0.6%	.	.	1.2%	.	.	8.2%	1.9%
O=C(Cn1nc(Cc2cccnc2)c2ccccc2c1=O)Nc1cccnc1Cl	-7.8%	1	-0.9%	-0.3	1089	-1.3%	-0.3%	-7.0%	1.3%	2.2%

Entries of single compounds from above. Screens in order: human PMI inhibitors	TNAP activators	West Nile virus CPE	Insulin prom up	Insulin prom up cell count	PhoP inhibition	CSM14.1 death rescue	PMI inhibitors	Large T inhibition	RSV CPE inhibition
Entry for Cc1ccc(S(=O)(=O)NNC(=O)c2cnn(-c3ccccc3)c2-n2cccc2)cc1 = 2.7%	1.1	0.4%	.	.	-1.1%	-2.9%	6.8%	-0.7%	0.8%
Entry for Oc1[nH]c2ccccc2c1N=Nc1ccccc1 = .	.	0.0%	0.1	1044	-8.7%	.	.	0.8%	3.6%

Additional entries
SMILES	human PMI inhibitors	TNAP activators	West Nile virus CPE	Insulin prom up	Insulin prom up cell count	PhoP inhibition	CSM14.1 death rescue	PMI inhibitors	Large T inhibition	RSV CPE inhibition
COc1cccc(NC(=O)N2CCCC2C(=O)NC2CC2)c1 (stereo not given)	-9.2%	1.1	0.1%	0.64	715	-9.9%	-3.5%	-2.0%	8.2%	-0.4%
CCOC(=O)c1ccc(Oc2ccc(C(F)(F)F)cn2)cc1	-7.6%	1.1	-0.3%	-0.8	1265	-1.6%	.	-3.8%	16.1%	0.6%
COc1ccc(CN2C(=O)c3cccc4cccc2c34)cc1F	.	.	-1.1%	.	.	4.1%	.	.	6.8%	4.4%
CC(NC(N)=O)C(=O)OCC(=O)c1ccc(-c2ccccc2)cc1 (stereo not given)	-2.0%	1	0.5%	0.19	1129	-5.0%	-1.2%	-6.1%	8.3%	2.1%
Cc1nn(-c2ccccc2)c2c1C(=O)N(c1ccccc1)C(=O)C(C)(C)C2	-5.3%	1.1	0.0%	0.18	1507	-3.1%	-0.5%	-3.7%	-5.4%	2.1%
COc1ccccc1/C=C/C(=O)NCC(=O)N/N=C/c1cccnc1	-3.4%	1.1	0.2%	-0.22	958	-0.5%	0.9%	-7.6%	2.3%	0.1%
CC(C)C(NC(=O)c1ccc(C(C)(C)C)cc1)C(=O)NCCc1ccccn1 (stereo not given)	0.5%	1.2	-0.8%	0.07	1079	-5.8%	.	0.9%	0.4%	-1.9%
CCN(CC)CC(=O)Nc1ccc([N+](=O)[O-])cc1	16.4%	1.1	0.2%	0.19	1449	5.1%	1.0%	8.4%	8.8%	-1.3%
C=CCCCCCCCCC(=O)Nc1c[nH]c(=O)[nH]c1=O	15.1%	1.3	-1.0%	.	.	5.5%	-3.5%	10.5%	1.9%	3.3%
O=c1cc(O)c2sc(Nc3ccc(F)cc3)nc2[nH]1	.	1.1	0.5%	0.11	1250	-0.5%	1.6%	69.8%*	14.5%	0.2%
CCCC(C)c1nc(C(N)=O)c2[nH]c(=O)n(-c3ccc(OC)c(OC)c3)c2n1 (stereo not given)	.	.	0.0%	.	.	-5.3%	.	.	19.1%	0.7%
O=C(O)COc1ccccc1/C=N/NC(=O)c1cc(-c2ccc(F)cc2)nc2ccccc12	1.9%	1.2	0.1%	0.13	1212	-7.9%	-1.8%	-3.6%	7.7%	0.8%
CCOC(=O)N1CCC(Nc2ccc3nnc(-c4ccccc4)n3n2)CC1	2.2%	0.9	0.5%	-1.59	836	-0.6%	3.8%	1.0%	3.2%	1.4%
CN1CCN(C(=O)C2=C[C@@H](c3ccc(C(F)(F)F)cc3)C[C@@H](OCCCCO)O2)CC1	1.4%	1.1	1.2%	0.29	1386	3.9%	-1.2%	1.3%	-4.7%	1.5%
CCc1cccc(C)c1NC(=O)CSc1nnc(CCCOc2ccc(Cl)cc2Cl)n1C	8.9%	1	-2.1%	0.01	1330	7.2%	-3.6%	12.9%	1.0%	2.9%
Cc1cc(NS(=O)(=O)c2ccc(NC(=O)/C=C/c3ccc(C)o3)cc2)nc(C)n1	1.1%	1.1	0.6%	-0.23	1420	5.4%	-1.8%	3.2%	18.1%	-0.6%
Cc1ccccc1C(=O)c1cccn1CC(=O)N1CCCCCC1	18.0%	1.1	-0.4%	0.22	1205	-6.4%	-2.5%	10.9%	0.0%	-0.4%
CN1CCC(=C2c3ccccc3C=Cc3ccccc32)CC1	-7.6%	1.1	0.6%	.	.	4.0%&-1.2%	-3.8%	-14.4%	6.8%&-3.7%	-2.6%
COc1ccc(OC)c(CNC(=O)Cc2c(C(=O)O)[nH]c3ccc(Cl)cc23)c1	3.0%	1.2	0.3%	1.32	1241	-8.1%	-0.5%	-4.9%	20.4%	0.8%
O=C(NC(=S)Nc1ccc(N2CCOCC2)cc1)c1cccc([N+](=O)[O-])c1	4.2%	1	-0.8%	0.55	1344	0.1%	0.2%	5.0%	2.1%	0.4%
O=C(Cn1cccc1C(=O)c1ccccc1)NCCCN1CCOCC1	5.8%	1.1	-0.1%	-0.02	1386	-0.5%	-1.3%	8.4%	13.4%	0.8%
CN(CC(=O)Nn1cnnc1)S(=O)(=O)c1ccccc1	-4.8%	1.1	0.1%	-0.31	983	-5.5%	-2.0%	-0.8%	3.2%	1.0%
CCn1c(SCC(=O)Nc2nc(C)c(C)s2)nnc1-c1cccs1	5.1%	1	-1.1%	.	.	5.0%	-2.1%	7.7%	0.9%	1.1%
O=C(/C=C/c1cc2c(cc1Br)OCO2)NCc1ccc(Cl)cc1	7.1%	1.1	-0.2%	-1.15	1538	-12.1%	2.8%	-5.4%	5.0%	2.0%
C=C(C)CN1C(=O)c2ccccc2C1=O	-0.5%	1.1	0.0%	-0.4	782	-6.3%	-0.7%	-0.6%	14.3%	-0.8%
COC1=CC(=O)OC12CCCCC2	-7.7%	1.1	0.2%	-0.23	1295	-4.5%	-1.3%	-6.0%	0.2%	1.2%
Cc1cc(C)c(NC(=O)NC(=O)c2cccc(F)c2)c(C)n1	5.3%	1.1	-0.4%	0.92	1566	12.7%	-0.8%	11.8%	-1.5%	1.0%
CCOC(=O)Nc1ccc2c(CN3C(=O)NC4(CCCC4)C3=O)cc(=O)oc2c1	6.7%	1.1	0.3%	0.21	1107	5.3%	-2.4%	4.6%	23.7%	.
COc1ccccc1Nc1nc(N2CCOCC2)nc(N2CCOCC2)n1	.	.	0.9%&0.8%	.	.	-6.9%	.	.	7.6%&5.8%	6.0%&3.6%
Cc1cnn(-c2nc(-c3ccccc3)cc(-c3ccccc3)n2)c1	6.3%	1.1	-0.1%	-0.55	1243	2.0%	4.0%	11.6%	0.1%	.
O=C(CS(=O)(=O)Cc1ccccc1)NCCc1ccc(F)cc1	.	.	0.1%	.	.	-5.3%	.	.	30.0%	1.2%
Cc1csc2ncc(C(=O)Nc3ccon3)c(=O)n12	-2.7%	1	0.1%	0.11	1237	-8.4%	0.0%	1.7%	0.7%	-0.2%
COc1ccc2c(c1OC)C(=O)OC2C/C(=N\NC(N)=O)c1ccccc1 (stereo not given)	6.5%	1.1	1.3%	0.55	1326	4.1%	15.8%	6.1%	2.7%	1.7%
COc1cc(OC)cc(C(=O)Nc2cccc(C(C)=O)c2)c1	6.4%	1.1	0.4%	3.53*	1381*	-2.6%	.	8.6%	1.3%	0.3%
CC(NS(=O)(=O)c1ccc(Cl)cc1)C(=O)NCc1ccco1 (stereo not given)	1.3%	1.2	-0.4%	0.23	865	5.8%	-0.6%	6.3%	12.8%	0.6%
O=C(NCCCn1ccnc1)c1cccc(Br)c1	.	.	-0.7%	.	.	6.7%	.	.	22.2%	1.0%
O=C(CSc1ccc(C(F)(F)F)cc1[N+](=O)[O-])NCCOc1ccccc1	18.5%	1.1	-0.4%	0.48	1453	-11.4%	-1.2%	16.7%	-2.2%	1.3%
COc1cccc(C2CC(=O)NC(SC)=C2C#N)c1 (stereo not given)	26.6%	1.1	-0.1%	0.73	1007	5.1%	-0.2%	6.2%	-1.9%	1.9%
Cc1ccccc1-n1c(SCC(N)=O)nc2sc(-c3ccccc3)cc2c1=O	0.0%	1.1	0.8%	-2.95	930	19.7%	0.6%	5.2%	5.7%	13.8%
CC(=O)c1c(C)[nH]c(C(=O)OCC(=O)C(C)(C)C)c1C	-7.4%	1	-0.4%	-0.14	1530	4.2%	-1.6%	-13.2%	8.5%	0.9%
Cn1c(-c2cccs2)nc2ccccc21	-12.3%	1.1	-0.7%	.	.	-9.0%	-1.2%	-12.0%	5.3%	3.1%
Cc1cc(=O)[nH]c(N/N=C/c2c(C)nn(-c3ccccc3Cl)c2Cl)n1	-1.2%	1.2	-0.5%	-1.17	1239	-2.3%	-0.1%	-3.8%	9.7%	41.6µM*
CSc1ccccc1C(=O)NC1CCCCC1	-2.6%	1.1	-0.2%	0.08	971	-6.8%	1.8%	-0.9%	17.6%	0.1%
CC(C)c1ccc(C(=O)N/N=C/c2cccc(Cl)c2Cl)cc1	4.1%	1.1	0.1%	0.06	1175	-8.2%	-3.1%	13.1%	1.0%	3.7%
Cc1cccc(C2CC(c3ccc(Cl)cc3)Nc3nc(N)nn32)c1 (stereo not given)	11.1%	1.1	-1.1%	-0.99	1877	6.4%	-2.8%	9.3%	1.6%	2.4%
CCOCCCNC(=O)c1ccc2c(c1)ncn2C1CCCC1	5.6%	1.1	0.0%	0.18	1823	-6.8%	-3.6%	8.0%	19.4%	1.1%
COc1ccc(C2=CC3=CC(=O)C(C)(O)C(=O)C3=CO2)cc1 (stereo not given)	.	.	-0.2%	.	.	12.3%	.	.	35.7%	0.8%
O=C(O)c1ccc(COc2ccc3c4c(c(=O)oc3c2)CCC4)o1	7.7%	1.1	0.5%	1.71	1425	2.1%	-0.5%	9.3%	8.7%	2.2%
Cc1ccccc1Cn1nnc(-c2ccc(C(=O)O)cc2)n1	-5.1%	1.1	-0.1%	-0.69	1294	-0.9%	1.9%	-18.2%	12.6%	1.8%
Cc1ccc(-c2nsc(SCC(=O)NCc3ccc4c(c3)OCO4)n2)cc1	2.5%	1.2	-0.8%	0.7	1574	15.1%	-1.1%	5.5%	-2.2%	0.5%
